Source: PubChem BioAssay
TbMetRS inhib: blocks T. brucei methionyl-tRNA synthetase activity; purified T. brucei MetRS, ATP depletion, Kinase-Glo luminescence; inhibition, % at 11.9 µM; 360,000 compounds, 0.4% hits; AID 624268;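 active = inhibition above a per-plate cutoff of the control wells' mean inhibition plus 3 SD, cut at about 5.5% in these data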;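 also: 0% = DMSO wells median and 100% = median of wells with control inhibitor compound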
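Dosing: 11.9 µM compound single dose, 0.9% DMSO; Assay system: purified T. brucei MetRS enzyme; Measured by: Kinase-Glo luciferase luminescence reporting remaining unconsumed ATP; Schedule: 15 min plus 2 h at 25 °C.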
eLon inh: inhibitors of E. coli Lon protease | P0A9M0 | purified E. coli Lon protease, fluorescence polarization | inhibition, % at 7.94 µM | 360,000 compounds, 0.42% hits | AID 602123; in the data active = inhibition above about 13%, passing the limit was not always enough;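 also: 0% = enzyme with probe and DMSO and 100% = no enzyme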
SKN-1 inh: blocks SKN-1 activity in C. elegans; C. elegans VP596 Pgst-4::GFP/RFP ratio, acrylamide-induced, 24 h; AID 624304; 360,000 compounds, 0.49% hits; inhibition, % at 21.8 µM;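 active = interference check ratio from 0.5 to 1.5 plus GFP to RFP signal ratio inhibition reaching or exceeding a fixed threshold, cut at about 30% in these data, passing the limit was not always enough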; also: some compounds called inactive have numbers as strong as hits
FAS TE block: FAS thioesterase (human) inhibition | inhibition, % at 15 µM | recombinant FAS-TE, OMFH fluorogenic substrate, fluorescence endpoint | 360,000 compounds, 0.67% hits;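 active = compounds whose normalised, plate-corrected inhibition of enzyme fluorescence in the single-dose primary screen is 50% or more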;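 also: 0% = DMSO with enzyme and 100% = substrate without enzyme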
PABP1 MLLE inh: blocks PAM2 peptide binding to the PABP1 MLLE domain; P11940; GST-MLLE / FITC-PAM2 fluorescence polarization; inhibition, % at 20 µM; 360,000 compounds, 0.36% hits; AID 588489; in the data active = inhibition above about 35%, passing the limit was not always enough;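 also: plate controls were DMSO wells with GST-MLLE for no effect and wells lacking GST-MLLE protein for full effect; some results filed as inactive read as strong as hits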
Target sequence (P11940 whole entry, looked up, the tested form may be a part): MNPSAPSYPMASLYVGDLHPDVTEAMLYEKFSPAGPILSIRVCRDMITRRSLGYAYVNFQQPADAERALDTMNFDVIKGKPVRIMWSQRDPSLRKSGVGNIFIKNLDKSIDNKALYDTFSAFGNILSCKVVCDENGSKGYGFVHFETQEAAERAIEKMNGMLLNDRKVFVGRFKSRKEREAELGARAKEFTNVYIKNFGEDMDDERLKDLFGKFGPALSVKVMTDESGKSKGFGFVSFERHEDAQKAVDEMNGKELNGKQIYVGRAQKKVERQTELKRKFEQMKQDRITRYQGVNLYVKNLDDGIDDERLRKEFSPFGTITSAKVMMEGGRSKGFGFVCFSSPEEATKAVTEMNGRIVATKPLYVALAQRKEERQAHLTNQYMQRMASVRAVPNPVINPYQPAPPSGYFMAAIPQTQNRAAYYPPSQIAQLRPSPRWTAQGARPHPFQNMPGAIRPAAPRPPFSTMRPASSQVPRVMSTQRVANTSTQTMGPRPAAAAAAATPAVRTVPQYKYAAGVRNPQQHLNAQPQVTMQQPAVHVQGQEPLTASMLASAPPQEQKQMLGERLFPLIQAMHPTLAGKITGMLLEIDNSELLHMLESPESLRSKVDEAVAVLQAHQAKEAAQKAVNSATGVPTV
CendR NRP1 mod: NRP-1/CendR interaction modulation; FAM-RPARPAR peptide binding to NRP-1, fluorescence polarization; inhibition, % at 25 µM; 360,000 compounds, 0.85% hits;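 active = inhibition or corrected inhibition above about 18%, plus a signal ratio from 0.5 to 1.5, limit read from the data, passing the limit was not always enough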; also: strong numbers were not always called active
MT1-MMP act inh: MT1-MMP (human) activation inhibition. AID 651647. GFP/RFP ratio change, % at 20 µM. HT1080 RFP-PRO-GFP cells, GFP/RFP ratio fluorescence, overnight; percent of plate control window, DMSO zero. 360,000 compounds, 0.061% hits. P50281;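 active = GFP/RFP ratio change of at least 30% with cell ATP level not reduced by more than half and red fluorescence within 50% of control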; also: strong numbers were not always called active
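Test system: HT1080 cells expressing an RFP-PRO-GFP fluorescent reporter construct / Compound dosing: single-point 20 µM compound, 1% DMSO / Schedule: cells overnight before dosing, compound overnight, 37 °C, 5% CO2 / Evaluation: GFP/RFP fluorescence ratio / Control set: DMSO and RFP-L50D-GFP cell wells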
MsrA act: activators of bovine methionine sulfoxide reductase A; purified bovine MsrA, absorbance read-out; activation, % at 10.6 µM; 360,000 compounds, 0.3% hits; AID 602163; in the data active = activation above about 7.5%;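 also: 0% = vehicle and 100% = reference activator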
MsrA inhibitor: bovine MsrA inhibition; 360,000 compounds, 0.75% hits; purified bovine MsrA, absorbance read-out; inhibition, % at 15.5 µM; in the data active = inhibition above about 4.5%;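 also: 0% = vehicle wells with enzyme and 100% = reference inhibitor wells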
Starred values were filed as active, the others as inactive; . = no result given.

SMILES	TbMetRS inhib	eLon inh	SKN-1 inh	FAS TE block	PABP1 MLLE inh	CendR NRP1 mod	MT1-MMP act inh	MsrA act	MsrA inhibitor
O=C(NCCC1CCCCN1S(=O)(=O)c1ccc(F)cc1)C(=O)NCC1CCCO1 (stereo not given)	-0.1	4	25	-6	3	-5	3	-2	0.8
O=C(CCc1ccccc1)Nc1cc(Cl)ccc1O	0.3	2	14	-8	5	8	12	1	-0.3
Cc1ccc(Cn2c(C(CO)Nc3nc(-c4ccc(Cl)c([N+](=O)[O-])c4)cs3)nc3ccccc32)cc1 (stereo not given)	-0.3	5	14	50	1	7	7	3	1.3
C[C@@H]1CC(=O)[C@H]2CC(CO)=CCC[C@@H]2[C@@]1(C)CC/C(=C/CO)CO	-0.1	-11	11	-4	0	-13	1	-3	.
COc1ccc2oc(C(=O)OCC(=O)c3ccc4c(c3)OCCO4)c(C)c2c1	-1.7	-13	-9	21	-16	8	3	-14	-0.5
CC1CCCCN1C(=O)CSc1nc(C2CC2)nc2ccccc12 (stereo not given)	-0.2	5	9	1	3	6	-9	0	2.0
Cc1nn2c([nH]c(=O)c3ccccc32)c1C=O	-0.8	-1	3	-6	5	1	6	-4	.
O=C(NCCc1ccccn1)c1cc(-c2cccc3ccccc23)nc2ccccc12	-0.7	2	2	9	1	-1	-1	2	-0.1
COc1ccc(CCNC(=O)c2ccc(OCc3c(C)noc3C)cc2)cc1OC	-0.1	8	-5	-2	-6	-2	-4	-1	0.9
CC1CCCN(C(=O)CCNC(=O)c2ccccc2Cl)C1 (stereo not given)	0.1	-4	-26	-7	8	12	-4	-5	0.0
CC(O)[C@H]1CNC(=O)C(=O)N1CCc1cc(C(F)(F)F)cc(C(F)(F)F)c1 (stereo not given in full)	-0.3	-10	5	-9	6	3	6	-2	-0.6
C=CCn1c(SCc2cccc(OC)c2)nnc1-c1ccncc1	-1.3	4	-6	11	-4	0	5	-9	-0.2
Nc1ccc2c(c1)N=[N+]([O-])c1cc(N)ccc1C2	-0.5	2	3	-5	-4	-15	3	0	0.8
O=C(Oc1ccc2c(c1)OCC2=O)c1ccc(Cl)cc1	-0.2	-5	-11	1	-7	-4	0	3	0.9
c1coc(-c2nc3c4c5c(sc4ncn3n2)CCCC5)c1	-0.2	-10	3	-1	2	3	-3	-2	-0.9
Cc1ccc(C(=O)OC(C)C(=O)Nc2ccc(Cl)cn2)s1 (stereo not given)	-0.4	3	-14	7	-3	20	-4	-6	0.6
COc1ccc(NS(=O)(=O)c2ccc(NC(=O)c3ccccn3)cc2)cc1	0.0	-8	27	12	-5	2	6	-1	1.4
CC(C)(C)c1ccc(C(=O)Nc2ccc(C=C(C#N)C#N)cc2)cc1	1.0	-1	-1	-4	-5	-16	0	-3	2.6
CC(NC(=O)Cc1cccc(C(F)(F)F)c1)c1ccc(F)cc1 (stereo not given)	0.0	-6	7	11	-17	-14	-1	-2	-0.5
Cc1ccc(CNC(=O)COc2ccc(S(=O)(=O)N3CCCC3)cc2)cc1	0.1	4	22	11	12	-1	2	-2	1.1

Five entries out of the list above, arranged by the number in MsrA act, ascending.
Structure	MsrA act
Cc1nn2c([nH]c(=O)c3ccccc32)c1C=O	-4
C[C@@H]1CC(=O)[C@H]2CC(CO)=CCC[C@@H]2[C@@]1(C)CC/C(=C/CO)CO	-3
O=C(NCCC1CCCCN1S(=O)(=O)c1ccc(F)cc1)C(=O)NCC1CCCO1 (stereo not given)	-2
Nc1ccc2c(c1)N=[N+]([O-])c1cc(N)ccc1C2	0
Cc1ccc(Cn2c(C(CO)Nc3nc(-c4ccc(Cl)c([N+](=O)[O-])c4)cs3)nc3ccccc32)cc1 (stereo not given)	3

Other entries follow:
SMILES	TbMetRS inhib	eLon inh	SKN-1 inh	FAS TE block	PABP1 MLLE inh	CendR NRP1 mod	MT1-MMP act inh	MsrA act	MsrA inhibitor
COc1cc2c(cc1NC(=O)c1ccncc1)oc1ccccc12	0.1	3	28	12	-2	10	4	1	.
CCOP(=O)(OCC)c1nc(-c2cccc([N+](=O)[O-])c2)oc1N1CCCCC1	-0.4	-6	8	8	-7	7	1	-2	1.4
COc1ccc(OCCOC(=O)c2ccc(F)c(S(=O)(=O)N3CCOCC3)c2)cc1	-0.2	0	-11	17	-7	11	3	-6	0.6
CCn1ccc(C(=O)NC2=NCCS2)n1	-0.7	5	4	-14	17	13	-2	1	-0.5
CC(=O)c1cccc(OCC(=O)N2CCCc3ccccc32)c1	3.3	1	1	-2	12	8	-3	-1	1.2
C=CCn1c(CNC(=O)c2cccs2)n[nH]c1=S	-1.6	0	1	-9	-16	6	6	-8	1.0
CN(C(=O)CSc1nnc(Nc2ccccc2F)s1)C1CCS(=O)(=O)C1 (stereo not given)	-0.3	2	5	-7	-28	2	1	-4	0.3
CN(C)c1ccc(/C=N/N2C(=S)SC(C)(C)C2N(O)C(=O)Nc2ccc([N+](=O)[O-])cc2)cc1 (stereo not given)	-0.2	0	1	-193	-3	7	0	-10	6.1*
Cc1cc(C)c2nc(Nc3nc(CSc4nc5ccccc5[nH]4)cc(=O)[nH]3)nc(C)c2c1	-0.4	-3	-18	-8	-16	11	8	-9	3.3
Brc1[nH]nc2ccccc12	0.4	3	9	-5	2	4	-7	-1	0.8
CCOC(=O)C1=NN(c2ccc([N+](=O)[O-])cc2)CC1C(=O)OC (stereo not given)	-0.7	-10	0	0	-6	-7	-1	-1	0.5
COc1ccc(C(=O)Nc2ccnn2C2CCN(Cc3ccc4nonc4c3)CC2)cc1	0.3	-3	4	6	10	-8	1	0	0.8
COc1cc(OC)c2c(-c3cccc(-c4cccc(N)c4)c3)cc(=O)oc2c1	-1.6	6	14	15	-3	-8	1	-6	1.2
CCOC(=O)Cn1c2ccc(C)cc2c2nc(C)sc21	-0.7	-4	-6	2	11	-8	-2	-2	0.1
CCCc1cc(=O)oc2cc(C)cc(OCC(=O)NCc3cccnc3)c12	0.3	0	4	1	11	3	-3	-3	-0.9
CC1(C)c2ccccc2N2CC(=O)N(CC(N)=O)C21C (stereo not given)	-1.0	125*	84	-25	-34	-126	34	-7	-0.8
CCOC(=O)N1CCN(C(=O)Cn2nc(C)n3nc(-c4ccc(OC)cc4)cc3c2=O)CC1	-0.1	18	0	-5	13	2	-1	-5	0.6
CN1CCN(c2ccc(-c3ccc4ccccc4n3)cc2)CC1	0.0	6	21	0	1	-15	0	-2	4.1
COc1ccc(/C=N/NC2=NCCCCC2)c(OC)c1	-0.4	5	1	-7	-1	5	3	-3	-0.2
CC(C)N1CCN(S(=O)(=O)c2ccccc2)c2ccccc21	0.4	10	0	32	7	-26	0	0	0.7
CCn1ncc(Br)c1C(=O)Nc1ccccc1C(F)(F)F	-0.4	4	3	2	1	-4	7	0	-0.5
O=C(O)/C=C/c1cn(Cc2ccccc2)nc1-c1cccs1	0.9	0	-3	-2	-6	-19	4	9.1*	0.3
CNS(=O)(=O)c1cccc(C(=O)NCC2CCCCC2)c1	-0.2	-7	10	-3	-29	1	3	-1	-0.4
CC1=Nc2ccccc2N=C(NC(=O)c2ccccc2)C1c1ccccc1 (stereo not given)	0.4	-4	8	20	0	1	2	-5	-0.8
Cc1ccc(OCC(=O)N(Cc2cccc(F)c2)C2CCS(=O)(=O)C2)cc1 (stereo not given)	0.5	1	-5	0	2	10	5	1	-0.8
Cc1ccc(-c2cc(C(=O)Nc3c(C#N)cnn3C)no2)cc1	-0.1	-4	7	-4	11	-17	7	-2	0.2
COc1ccccc1CNS(=O)(=O)c1c(C(=O)N2CCCCC2)c(C)n(C)c1C	-0.2	-1	10	-7	-13	7	-3	-5	0.2
COC(=O)C1=CN(c2ccc(OC)cc2)C=C(C(=O)OC)C1c1cc(OC)c(OC)cc1OC	-0.5	-5	-3	5	-2	12	-3	-6	-0.8
CCC(C(=O)OCC(=O)Nc1cc(Cl)cc(Cl)c1)c1ccccc1 (stereo not given)	1.0	-1	11	40	-2	8	3	-2	0.9
Cc1ccc(NC(=O)COC(=O)C2(C)CC2(Cl)Cl)cc1S(=O)(=O)N1CCOCC1 (stereo not given)	0.2	-4	41*	4	-4	-6	3	-2	-0.1
COc1ccc(N2C(=O)/C(=C/c3cccs3)NC2=S)cc1	0.9	6	0	-5	-11	-2	1	-4	0.9
O=C(Nc1ccc(S(=O)(=O)Nc2ncccn2)cc1)c1ccc(N2CCCC2=O)cc1	0.5	-4	17	-3	4	-9	2	-3	-0.6
COc1ccc(C(=O)C(C)[n+]2ccc(C)c3ccccc32)cc1[N+](=O)[O-] (stereo not given)	-1.3	-44	-1	-7	-12	-24	-64	-13	1.0
Cc1oc(-c2ccccc2Cl)nc1CS(=O)CC(=O)NCCCN1CC(C)CC(C)C1 (stereo not given)	0.1	3	9	-5	-1	-2	-2	-2	0.0
CCOC(=O)c1csc(-c2ccc(COC(=O)c3ccccc3)o2)n1	0.6	-2	9	16	-9	-14	5	-2	.
CCCc1cc(=O)[nH]c(SCC(=O)N(C)Cc2ccccc2)n1	-0.2	-1	19	-4	19	2	5	-3	0.6
CCOc1ccc2oc(C(=O)OCC(=O)NC(=O)NC3CCCC3)c(C)c2c1	-1.1	-3	-19	14	-3	-7	1	-3	0.7
Cc1ccc(C(=O)N(c2ccccn2)C(C)c2ccco2)cc1C (stereo not given)	-0.7	-1	-10	-5	-4	7	1	0	-0.5
CCOc1cccc(C2C(C(=O)c3ccc(C)o3)=C(O)C(=O)N2c2nnc(C)s2)c1 (stereo not given)	0.0	-3	-20	-7	-9	-3	2	0	-0.1
CCCCn1c(CN2CCN(CCO)CC2)nc2ccccc21	0.8	6	-5	-7	-6	4	-4	0	0.0

Results in FAS TE block and MT1-MMP act inh (two entries from above):
Structure	FAS TE block	MT1-MMP act inh
COc1ccc(C(=O)C(C)[n+]2ccc(C)c3ccccc32)cc1[N+](=O)[O-] (stereo not given)	-7	-64
Cc1oc(-c2ccccc2Cl)nc1CS(=O)CC(=O)NCCCN1CC(C)CC(C)C1 (stereo not given)	-5	-2

Remaining list, next part
SMILES	TbMetRS inhib	eLon inh	SKN-1 inh	FAS TE block	PABP1 MLLE inh	CendR NRP1 mod	MT1-MMP act inh	MsrA act	MsrA inhibitor
CC(=O)Nc1nnc(SCC(=O)Nc2ccc(N3CCOCC3)c(Cl)c2)s1	-0.1	11	-8	-6	-61	9	5	0	0.4
CN(C)c1cccc2c(S(=O)(=O)NCc3ccc(S(N)(=O)=O)cc3)cccc12	-0.5	4	0	-2	7	0	7	-8	0.6
Cc1nnc(SCC(=O)N2c3ccccc3C(C)(c3ccc(Cl)cc3)CC2(C)C)s1 (stereo not given)	0.9	4	3	34	-3	5	-39	-3	0.2
CCOc1ccc(CCNc2nc3ccccc3n3c(C)nnc23)cc1OCC	-0.8	0	-9	-1	0	-2	13	-2	-0.2
O=C(O)c1ccc(N/N=C2/CCSc3ccc(F)cc32)cc1	0.4	2	-1	8	0	-20	-4	-5	2.6
O=C(NCc1ccc(Cl)cc1)c1cc2c(s1)CS(=O)(=O)C2	0.0	1	-5	2	-15	8	1	-12	-1.1
COc1cccc(-c2nc(CS(=O)(=O)CC(=O)NCCCOC(C)C)c(C)o2)c1	-0.2	-2	-10	-6	8	1	11	-4	0.4
CCCn1c(=S)[nH]c2cc(Cl)ccc21	0.0	-8	8	6	-95	-11	1	-3	0.2
Cn1ncc2c(O/N=C(\N)c3ccc(C(C)(C)C)cc3)ncnc21	-0.9	3	4	41	2	-4	-34	-3	.
COC(=O)CN(C(=O)CSc1nnc(-c2cccc(OC)c2)o1)c1ccc(OC)cc1	-1.2	-9	-3	7	-66	-1	-2	-3	-1.2
CCN(CC)CCOC(=O)CCc1cccc2ccccc12	-0.3	-2	-11	-1	3	-4	11	0	-1.0
